# PhoP inhibition – inhibitors of PhoP regulon expression, primary screen, Salmonella Typhimurium, GFP reporter (AID 1863); S. Typhimurium PhoP-regulated promoter GFP reporter, 4 h; higher % means a stronger effect; inhibition, % at 50 µM; hits with a dose series show IC50 in µM; 300,000 compounds, 0.16% hits;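 active = inhibition over 29.93%, a cutoff 3 SD above the screen mean, later confirmed by dose response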;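 note: 0% = low Mg2+ inducing control and 100% = high Mg2+ repressing control; strong numbers were not always called active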
# Ins promoter up – MIN6 insulin promoter up-regulation; 190,000 compounds, 0.3% hits; MIN6 insulin promoter-GFP reporter, high-content imaging; active compounds read high; z-score at 5 µM; AID 1625;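 active = z-score above 3 at 5 µM with at least 500 cells counted in the well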
# Lipid droplet – modulators of hepatic lipid droplet formation; AML12 mouse hepatocytes, oleate lipid droplets, BODIPY imaging; inhibition, % at 6.5 µM; 240,000 compounds, 0.4% hits;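 active = lipid droplet intensity inhibited by at least 50%, with more than 500 cells counted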
#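 material = mouse AML12 hepatocyte cell line, fixed after treatment | also added = 100 µM oleic acid challenge | doses = compound at 6.5 µM only | schedule = overnight exposure | technique = Image-based BODIPY and DAPI two-channel analysis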
# Autophagy HCS – autophagy modulation, high-content screen. MEF GFP-LC3 puncta imaging; test concentration mostly 10 µM. calls only at 10 µM (by protocol). 190,000 compounds, 0.98% hits;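 active = percentage of spot-positive cells more than 3 SD above its plate mean, without a fluorescence outlier flag or 80% toxicity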;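 note: spot-positive cell cutoff set from DMSO-treated cells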
# T cell modulator – T cell immune modulators affecting CD8 T cell-vesicle binding. calls only at 7 µM. 330,000 compounds, 0.068% hits. 2C CD8+ T cell-vesicle binding, flow cytometry; active compounds read low;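 active = response, share of CD8 T cells binding vesicles, and their 90th percentile fluorescence all below set limits, cut at about 80% in these data, passing the limit was not always enough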
#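 Benchmarks: naked versus QL9-loaded vesicles / Assay system: purified 2C TCR transgenic mouse naive CD8+ T cells / Technique: high-throughput flow cytometry with anti-B7-1 and anti-CD8 staining / Timing: Cell–vesicle co-incubation 1.5 h at 37 °C, staining 20 min on ice / Read-out: percent CD8+ FL2 mean versus row control / Probe or stimulus: QL9-loaded Drosophila micro-vesicles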
# CSM14.1 death rescue – protection against thapsigargin-triggered cell killing – 384-well, CSM14.1, ATP luminescence, primary screen (AID 1222); 190,000 tested, under 10 active; cellular ATP content (survival), % at 20 µM; hits with a dose series show EC50 in µM; CSM14.1 thapsigargin-induced death rescue, ATP luminescence; higher % means a stronger effect;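 active = EC50 below 50 µM in the dose-response confirmation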;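 note: death triggered by thapsigargin at about 15 µM added after 2 h compound pretreatment; cell ATP read after overnight thapsigargin exposure of roughly 18 to 22 hours; normalized against plate controls of thapsigargin alone and 5% DMSO vehicle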
# b-catenin transl – beta-catenin nuclear translocation modulation; HeLa beta-catenin nuclear translocation, immunofluorescence imaging; nuclear translocation activity, % at 5 µM; 190,000 compounds, 0.3% hits;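 active = nuclear translocation activity above 50% at 5 µM, with a well cell count of 50 or more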;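 note: per-cell ratio of nuclear to cytoplasmic median beta-catenin stain intensity; plate controls were DMSO negative control for no effect and GSK-3 inhibitor IX positive control for full effect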
#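 test system = HeLa cells, endogenous beta-catenin | dosing = single 5 µM dose plus 0.02–20 µM confirmation series | times = compound treatment 24 h, 37°C, 5% CO2 | technique = beta-catenin immunofluorescence imaging with DAPI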
# Dynein cargo inh – dynein cargo transport inhibition; z-score, hits read low; AID 1381; 220,000 compounds, 0.47% hits; 3617.4 mouse cells, GR-EGFP nuclear translocation imaging; test concentration mostly 20 µM; stimulated with dexamethasone, 1 µM; active compounds read low;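 active = plate z-score of nuclear minus cytoplasmic receptor signal below a set negative limit, without overly bright fluorescence or cell loss, cut at about -3.5 in these data, passing the limit was not always enough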;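 note: z-score of nuclear minus cytoplasmic ring GR-EGFP intensity difference per well; some compounds called inactive have numbers as strong as hits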
#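 medium = tetracycline-free induction medium containing charcoal-stripped FBS | probe or stimulus = dexamethasone, 1.0 µM final | timing = 48 h induction, then 1 h compound, then 30 min agonist, 37 °C | detection = automated 10x imaging of fixed Hoechst-stained cells | read-out basis = nuclear versus cytoplasmic GR-EGFP signal, averaged per well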
# MT stabilizer – stabilizes microtubules in HeLa cells; HeLa tubulin immunostaining HCS, 24 h; share of cells brighter than vehicle mean+2SD; % tubulin-high responders, % at 10 µM; 200,000 compounds, 0.83% hits;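 active = plate Z-score above 3 for both tubulin-high and condensed-nucleus cell shares, with cell loss under 80%, at 10 µM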;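 note: anti alpha tubulin signal scored within the nucleus-defined area of each cell; some results filed as inactive read as strong as hits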
# Dynein cargo inh cytoplasmic EGFP – further read-out of Dynein cargo inh, marked with its call; z-score; measured here: cytoplasmic GR-EGFP intensity; active compounds read high
# Dynein cargo inh nuclear GR-EGFP – second read-out of Dynein cargo inh, no call of its own (marks repeat the call); z-score; measured here: nuclear GR-EGFP intensity;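 lower value marks the stronger effect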
# Dynein cargo inh cell count – recorded beside Dynein cargo inh, whose call it bears; z-score; measured here: cell count per field
# Ins promoter up cell count – recorded beside Ins promoter up, whose call it bears; cell count; measured here: cytotoxicity, nuclei count;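 total cells summed across four imaged fields per well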
# Lipid droplet cells 6.5 µM – second read-out of Lipid droplet, no call of its own (marks repeat the call); cell count; measured here: cell count, cytotoxicity flag;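 cells counted across two imaged fields per well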
# b-catenin transl cell count 5 µM – further read-out of b-catenin transl, marked with its call; cell count; measured here: cell count, cytotoxicity flag
# T cell modulator vesicle-bound % – further read-out of T cell modulator, marked with its call; double positive events, %; measured here: CD8+ vesicle-bound cell fraction;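 binding gate set so that unloaded-vesicle control wells show 10% double positive cells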
# MT stabilizer Hoechst-high % – recorded beside MT stabilizer, whose call it bears; % Hoechst-high responders; measured here: nuclear condensation Hoechst responders;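 share of cells brighter than vehicle mean plus two SD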
# MT stabilizer cytotoxicity % – recorded beside MT stabilizer, whose call it bears; toxicity, %; measured here: cytotoxicity by cell density;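 0% = mean cell density of plate MIN control wells and 100% = no cells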
# Autophagy HCS cell loss 18 h – also measured in Autophagy HCS; calls as there; toxicity, %; measured here: cell loss, nuclei count;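 cell loss after 18 h compound exposure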
# * marks the source's active call; other numbers are inactive results; i = inactive; · = no result given; + = active, no number.
molecule	PhoP inhibition	Ins promoter up	Ins promoter up cell count	Lipid droplet	Lipid droplet cells 6.5 µM	Autophagy HCS	Autophagy HCS cell loss 18 h	T cell modulator	T cell modulator vesicle-bound %	CSM14.1 death rescue	b-catenin transl	b-catenin transl cell count 5 µM	Dynein cargo inh	Dynein cargo inh cytoplasmic EGFP	Dynein cargo inh nuclear GR-EGFP	Dynein cargo inh cell count	MT stabilizer	MT stabilizer Hoechst-high %	MT stabilizer cytotoxicity %
Cc1ccc(-c2nnc(N3CCN(C(=O)CN4CCOCC4)CC3)c3ccccc23)cc1	4%	0.25	1299	15	696	i	-2	i	34	·	-0.7	1056	0.081	-0.23	0.11	-0.31	1.6	2.2	10
Cc1c(CN(C)CCc2ccccc2)c(=O)n(-c2ccccc2)n1C	-1%	0.59	1109	·	·	i	15	i	33	-1.5%	-6.2	943	0.69	-0.27	-0.041	0.57	4.5	1.8	5.6
Fc1ccc(NC(=S)Nc2cccnc2)c(Cl)c1	2%	0.51	1417	10	723	i	2	i	47	-0.6%	-3.9	1107	1.4	-0.2	1.5	-1.3	3.2	1.9	1.3
O=c1/c(=C\c2cccn2-c2ccccc2)sc2nc3ccccc3n12	2%	1.4	963	·	·	+	-17*	·	·	-1.0%	-1.9	1085	-0.79	-0.16	0.0021	0.2	6.6	2.4	3.4
CC(C)c1cc(CN2CCN(CCC#N)CC2)cc(C(C)C)c1O	-7%	·	·	·	·	i	8	i	42	-1.2%	·	·	0.34	-0.18	0.6	-1.2	1.4	1.5	12
CCOC(=O)CNC(=O)CCNS(=O)(=O)c1ccc2c(c1)c(=O)n(C)c(=O)n2C	14%	-1.8	940	2	743	i	-8	i	16	1.0%	·	·	0.67	-0.14	0.62	-0.51	1.8	1.6	6.0
O=C(O)c1nccnc1C(=O)NCc1csc2ccc(Cl)cc12	-14%	·	·	16	718	·	·	i	15	·	-1.6	1408	0.46	-0.24	0.32	0.51	·	·	·
Cc1ccc(Oc2nc3ccccn3c(=O)c2/C=C(\C#N)C(=O)Nc2c(C)n(C)n(-c3ccccc3)c2=O)c(C)c1	-14%	0.74	1442	7	559	i	6	i	13	0.2%	-1.1	1031	-0.012	-0.26	0.069	0.65	2.6	3.0	10
CN(C)C=C1C(=O)c2ccccc2C1=O	-5%	-0.46	1251	-5	707	i	2	i	21	-2.2%	·	·	-0.57	-0.26	-0.029	0.88	1.7	2.2	31
O=C(/C=C/c1ccco1)Nc1ccccc1C(=O)Nc1cccc(C(=O)O)c1	-7%	-0.36	998	-43	656	·	·	i	33	·	0.5	1394	-0.38	-0.22	-0.18	0.16	·	·	·
COc1ccc(N2CCN(C(=O)CN(c3cccc(Br)c3)S(C)(=O)=O)CC2)cc1	37%	0.06	905	-8	747	i	-1	i	43	0.6%	-5.5	1164	-0.82	-0.18	-0.28	0.75	2.8	1.3	9.2
O=C(CSc1nnnn1C1CCCCC1)NCc1cccc(C(=O)O)c1	-17%	·	·	-9	647	i	-2	i	60	·	·	·	0.094	-0.26	0.17	-0.75	1.8	0.2	36
CC(C)NC(=O)c1ccc(COCC(F)(F)F)cc1	-2%	0.42	735	1	747	i	22	i	46	-1.5%	-3.9	1126	-0.21	0.18	0.12	0.034	1.6	1.4	5.8
O=C(CC1CCOCC1)Nc1ccc(Cl)c(Cl)c1	1%	0.16	1438	-2	705	i	-15	i	1	-0.7%	0.1	1540	-0.21	-0.28	0.29	-0.19	1.8	0.9	13
COc1ccc(/C=N/NC(=O)CCc2n[nH]c(=O)[nH]c2=O)cc1O	-2%	0.31	1535	33	658	i	-6	i	18	0.0%	-1.8	1059	-0.0049	-0.22	0.05	0.15	2.9	2.1	13
CCCCCCNS(=O)(=O)c1nc2nc(C)cc(C)n2n1	8%	0.68	1869	-18	621	i	7	i	43	·	-0.8	1044	2.4	-0.06	1.6	-1.7	2.6	2.5	13
Cc1cc(C(=O)N/N=C/c2ccc(-c3ccc(C)c(Cl)c3)o2)n[nH]1	-8%	-0.34	1407	-4	680	·	·	i	27	·	-1.5	1109	-1.9	0.74	-0.76	0.9	·	·	·
CCSc1nnc(NC(=O)COc2ccccc2)s1	3%	-0.2	876	2	755	i	-1	i	62	-1.6%	·	·	-0.26	-0.4	-0.18	1.1	1.5	1.5	9.3
CN(Cc1ccccc1)c1nc(N)c([N+](=O)[O-])c(Nc2cccc(F)c2)n1	2%	0	940	14	811	i	4	i	24	0.0%	·	·	-0.84	-0.075	-0.38	1.1	1.5	1.9	1.3
CCNC(=O)CC1C(=O)N(c2ccc(F)cc2)C(=O)N1CCc1sccc1C (stereo unspecified)	-3%	-0.57	1277	-11	736	i	-7	i	38	-1.3%	-0.9	1069	-0.12	0.00087	-0.48	0.12	2.1	2.8	6.2
O=[N+]([O-])c1cn(Cc2ccccc2)cn1	1%	-0.32	1500	-4	719	i	-6	i	30	-2.3%	4.9	1064	-0.46	-0.33	-0.36	0.54	3.0	2.0	2.8
CN(C)CCNC(NC(=O)c1cccs1)C(Cl)(Cl)Cl (stereo unspecified)	8%	-0.92	1386	4	676	i	16	i	42	2.5%	0.2	1053	-0.011	-0.2	-0.1	-0.25	3.1	2.6	12
CCN1C(=O)CS/C1=N\S(=O)(=O)c1ccc(C)cc1	5%	1.7	1593	13	668	i	-2	i	16	-0.6%	-3.2	1057	0.17	-0.38	-0.44	0.1	1.0	1.7	5.4
N#C/C(=C\c1ccc(Cl)cc1)c1n[nH]c(Cn2cncn2)n1	7%	0.46	1049	-3	820	i	-3	i	40	-1.7%	-3.4	1173	0.54	-0.13	0.55	0.59	2.6	1.9	6.7
Cc1ccccc1OCC(=O)Nc1ccc2c(c1)OCCO2	1%	0.27	878	0	659	·	·	i	7	·	0.8	1306	-0.21	-0.23	0.52	-0.59	·	·	·
Cn1cnc(C(F)(F)F)c1-c1ccc([N+](=O)[O-])cc1	5%	·	·	10	610	i	-2	i	44	-0.3%	1.5	946	0.65	-0.087	0.56	-1.4	5.6	2.3	5.6
Cc1nc2ccccc2cc1C(=O)NCc1ccc(F)cc1	-13%	-0.18	1088	-11	674	i	15	i	29	-0.1%	-0.9	1114	-0.93	-0.14	-0.11	0.51	2.9	1.7	3.8
O=C(NCC(=O)N(CCN1CCOCC1)C(C(=O)NC1CCCC1)c1cccs1)c1ccco1 (stereo unspecified)	1%	1	1442	·	·	i	-8	i	39	0.9%	-0.7	1486	-0.43	-0.19	-0.092	0.011	2.1	2.1	14
CC(C)(C)C(=O)/C=C(N)/C=C/c1ccccc1	-7%	-0.51	1059	·	·	·	·	i	48	-0.6%	1.7	1200	-0.84	-0.18	-0.12	0.23	1.8	1.7	7.5
COCCCNc1nc2ccccc2[nH]c1=O	0%	-0.36	1114	2	648	i	-2	i	41	-0.6%	-2.9	1107	-0.84	-0.21	-0.34	0.66	2.8	3.3	6.8
C#Cc1ccc([C@@H]2C=C(C(=O)N3CCN(Cc4ccc5c(c4)OCO5)CC3)O[C@H](OCCCCO)C2)cc1	-6%	-0.53	1325	0	748	i	-1	·	·	3.5%	-0.8	1158	0.49	-0.21	0.72	-0.79	6.6	1.8	9.7
O=C(CCN1C(=O)c2ccccc2C1=O)N1CCN(c2ccccn2)CC1	-10%	0.97	1500	·	·	i	-13	i	22	-1.6%	-7.5	963	-0.4	-0.22	0.019	0.29	2.8	4.8	7.3
CCNC(=S)NNC(=O)c1csc(CC)c1	2%	·	·	2	727	i	-15	i	44	-2.3%	-2.5	388	-0.43	-0.21	0.14	-0.54	2.0	1.9	2.3
CC1CCN(c2c(NCC3CCC(C(=O)NCCC4=CCCCC4)CC3)c(=O)c2=O)CC1 (stereo unspecified)	2%	1.5	856	0	752	·	·	i	12	·	0.0	1329	2.6	-0.17	1.9	-1.8	·	·	·
CN(C)CCCNc1ncc(C(F)(F)F)cc1Cl	-4%	-0.1	1648	28	663	i	-8	i	58	-0.1%	-4.0	1069	-0.35	-0.3	0.3	0.41	14*	39*	25*
CC(SC(=S)N(C)Cc1cccs1)C(=O)O (stereo unspecified)	-17%	-0.22	680	-1	650	i	9	i	50	-2.9%	-5.3	538	-0.26	-0.084	-0.13	1.1	2.7	1.6	2.2

# Compounds as they come (roughly 3% active in at least one column).
